PRMT1 FP inh = PRMT1 methyltransferase inhibitors, primary screen, biochemical, fluorescence polarization. recombinant PRMT1, activity-based probe fluorescence polarization. inhibition, % at 2.79 µM. actives 1.3% (n = 370,000). AID 652257, 2013;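 active means inhibition above about 21% made by adding two undisclosed values, limit read from the data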
UHRF1 binding = UHRF1 methylated DNA binding inhibitors, primary screen, counter-screen for MBD2 inhibitor project, biochemical, TR-FRET, human UHRF1, single concentration; actives 0.75% (n = 370,000); UHRF1 binding to methylated oligo; E3 ubiquitin-protein ligase UHRF1 (Homo sapiens), Q96T88; inhibition, % at 4.4 µM; in the data active means inhibition above about 21%;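 further: UHRF1 SRA domain binding a hemimethylated CpG hairpin DNA probe; 0% = median of test compound wells and 100% = reference inhibitor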
Target sequence (Q96T88 whole entry, looked up, the tested form may be a part): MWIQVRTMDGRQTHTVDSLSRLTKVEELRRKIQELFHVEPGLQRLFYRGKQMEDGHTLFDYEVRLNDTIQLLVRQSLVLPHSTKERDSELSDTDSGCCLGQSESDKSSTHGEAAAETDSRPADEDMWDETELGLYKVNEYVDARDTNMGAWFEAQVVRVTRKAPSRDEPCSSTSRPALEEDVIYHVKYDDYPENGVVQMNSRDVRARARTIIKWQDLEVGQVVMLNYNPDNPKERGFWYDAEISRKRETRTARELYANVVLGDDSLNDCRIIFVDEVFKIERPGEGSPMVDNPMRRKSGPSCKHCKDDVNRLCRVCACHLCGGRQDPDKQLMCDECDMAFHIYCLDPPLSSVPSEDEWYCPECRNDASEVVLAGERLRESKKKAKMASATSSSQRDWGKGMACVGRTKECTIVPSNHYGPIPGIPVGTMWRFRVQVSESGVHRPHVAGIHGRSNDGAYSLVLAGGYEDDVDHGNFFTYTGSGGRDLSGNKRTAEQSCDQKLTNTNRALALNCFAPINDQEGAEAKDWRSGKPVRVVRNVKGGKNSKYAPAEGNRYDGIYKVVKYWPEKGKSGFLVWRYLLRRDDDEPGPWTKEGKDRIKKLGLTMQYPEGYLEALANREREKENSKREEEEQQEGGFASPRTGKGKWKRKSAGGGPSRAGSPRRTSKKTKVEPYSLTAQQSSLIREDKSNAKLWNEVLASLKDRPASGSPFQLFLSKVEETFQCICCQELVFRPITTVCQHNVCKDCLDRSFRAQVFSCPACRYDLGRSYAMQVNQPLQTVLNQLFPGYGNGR
LEDGF integ inh = blockers of LEDGF/p75-dependent integrase strand transfer – biochemical, TR-FRET, high throughput, primary screen | TR-FRET IN-LEDGF/p75 DNA integration, Eu/Cy5 | actives 0.64% (n = 370,000) | AID 743269, 2014 | HIV-1 integrase (with human LEDGF/p75) | inhibition, % at 3.7 µM;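 active means inhibition above the screen-wide mean plus 3 SD, cut at about 13% in these data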;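 further: signal is the Cy5 over europium emission ratio at 671 and 618 nm; 0% = plate median of compound wells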
SIAE inh = human SIAE inhibitors, primary screen, biochemical, fluorescence polarization, FP-Rh probe, 1536-well HTS. Sialate O-acetylesterase (Homo sapiens), Q9HAT2. SIAE FP-Rh probe binding. inhibition, % at 9.66 µM. actives 0.69% (n = 370,000);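 active means inhibition above a cutoff: mean of compounds within the control limits plus 3 SD of those, cut at about 17% in these data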;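 further: 0% = plate median of compound wells and 100% = probe without SIAE protein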
proKLK7 act = proKLK7 zymogen activators, primary screen, biochemical, fluorescence intensity. Kallikrein-7 (Homo sapiens), P49862. purified proKLK7, EDANS-DABCYL substrate fluorescence; 100% is mature enzyme control, 0% vehicle. activation, % at 7 µM. actives 0.9% (n = 370,000);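 active means activation above the mean of all tested compounds plus 3 SD, computed per campaign excluding outliers beyond control limits, cut at about 13% in these data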
Target sequence (P49862 whole entry, looked up): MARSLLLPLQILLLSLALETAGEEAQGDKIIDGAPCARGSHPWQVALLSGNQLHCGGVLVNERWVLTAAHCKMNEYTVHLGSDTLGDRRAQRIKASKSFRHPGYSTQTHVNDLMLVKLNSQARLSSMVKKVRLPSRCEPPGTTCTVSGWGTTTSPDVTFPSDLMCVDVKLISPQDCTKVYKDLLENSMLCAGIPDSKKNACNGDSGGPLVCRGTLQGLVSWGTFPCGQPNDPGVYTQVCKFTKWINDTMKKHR
TDP2 inh = human TDP2 enzyme inhibitors, primary screen, biochemical, epi absorbance, recombinant enzyme. Tyrosyl-DNA phosphodiesterase 2 (Homo sapiens), O95551. T5PNP hydrolysis, p-nitrophenol absorbance 415 nm. inhibition, % at 12.8 µM. actives 0.34% (n = 370,000);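 active means inhibition above the mean of all tested compounds plus 3 SD, set per campaign, cut at about 25% in these data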;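 further: 0% = DMSO with enzyme and 100% = buffer with substrate but no TDP2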
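Incubation: 2 h at 37 °C; Test system: recombinant human TDP2; Quantity: enzyme 120 nM; Read-out basis: percent inhibition; Medium: 50 mM Tris-HCl pH 7.5 with Mg2+, KCl, DTT, BSA; Repeats: single replicate; Compound: 12.8 µM single point, 1% DMSO; Signal: epi absorbance; Reagent: 5 mM T5PNP chromogenic substrate; Benchmarks: no-enzyme high, DMSO-plus-enzyme low.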
Tn6 DDE FP = inhibitors of Tn6 peptide binding to fibrin DD(E), primary screen, biochemical, fluorescence polarization, human fibrin, Tn6 probe; Fibrinogen beta chain (Homo sapiens), P02675; Fibrin DD(E) TRITC-Tn6 fluorescence polarization displacement; inhibition, % at 8.3 µM; actives 0.21% (n = 370,000); AID 720509, 2013;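 active means inhibition above a per-campaign cutoff: mean of compounds within control limits plus 3 SD, cut at about 15% in these data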;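 further: 0% = median of all compound wells on the plate and 100% = blocking peptide control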
MBD2 DNA inh = inhibitors of MBD2 binding to methylated DNA, primary screen, biochemical, TR-FRET, DNA-binding domain, human | MBD2 binding to methylated oligonucleotide | actives 0.31% (n = 370,000) | inhibition, % at 4.4 µM | AID 686964, 2013; in the data active means inhibition above about 13%
TCR CD3 inh = inhibitors of human TCR-CD3 interaction, primary screen, biochemical, fluorescence, TAMRA-labeled TCR probe; T-cell receptor (TCR); inhibition, % at 9.4 µM; actives 0.37% (n = 360,000); AID 651800, 2012; in the data active means inhibition above about 19%;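 further: recombinant mutant TCR 2C K166C tagged with TAMRA read by polarization; 0% = receptor in buffer alone and 100% = receptor with positive control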
Tn7 DDE FP = inhibitors of Tn7 peptide binding to fibrin DD(E), primary screen, biochemical, fluorescence polarization, human fibrin, Tn7 probe; inhibition, % at 8.3 µM; actives 0.13% (n = 370,000); FP displacement of FITC-Tn7 peptide from fibrin DD(E); 0% = median of compound wells per plate; AID 720508, 2013; Fibrinogen beta chain (Homo sapiens), P02675;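 active means inhibition above the mean of compounds falling within the control limits plus 3 SD of them, cut at about 14% in these data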;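 further: 0% = plate median of compound wells and 100% = 10 µM Aha-Tn7 peptide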
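Assay system: Fibrin-DD(E) protein isolated from polymerized human fibrin clots; read-out basis: percent inhibition; medium: Tris/NaCl/CaCl2 buffer, pH 7.8; signal: FP measurement; incubation: 10 min plus 3 h, room temperature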
Numbers without * were called inactive.

Results for CN1C(=S)SC(/[N+]([O-])=C/c2c(F)cccc2Cl)C1(C)C (centres undefined) ?
PRMT1 FP inh: -3; UHRF1 binding: 1; LEDGF integ inh: 2; SIAE inh: 4; proKLK7 act: 0.0; TDP2 inh: 0; Tn6 DDE FP: 2; MBD2 DNA inh: -5; TCR CD3 inh: 0; Tn7 DDE FP: -2

How did Nc1ccccc1C#Cc1ccc([N+](=O)[O-])cc1 do in these assays?
PRMT1 FP inh: 2; UHRF1 binding: -3; LEDGF integ inh: 0; SIAE inh: -3; proKLK7 act: 0.8; TDP2 inh: 1; Tn6 DDE FP: 6; MBD2 DNA inh: -7; TCR CD3 inh: -7; Tn7 DDE FP: 1

Results for CC(C)CNC(=O)Nc1ccc(F)c(Cl)c1 ?
PRMT1 FP inh: 4; UHRF1 binding: 2; LEDGF integ inh: -2; SIAE inh: -1; proKLK7 act: 0.5; TDP2 inh: -2; Tn6 DDE FP: -6; MBD2 DNA inh: 2; TCR CD3 inh: -4; Tn7 DDE FP: -3

Results for Cc1ccc(CN2CCN(/N=C/c3ccc(Cl)c([N+](=O)[O-])c3)CC2)cc1 ?
PRMT1 FP inh: 1; UHRF1 binding: 1; LEDGF integ inh: 0; SIAE inh: 4; proKLK7 act: 0.6; TDP2 inh: 0; Tn6 DDE FP: -4; MBD2 DNA inh: 3; TCR CD3 inh: -7; Tn7 DDE FP: 2

What do the screens show for `COc1ccccc1C(=O)C1CCCN(Cc2cccc3nccnc23)C1` (centres undefined)?
PRMT1 FP inh: 3; UHRF1 binding: 1; LEDGF integ inh: -6; SIAE inh: 1; proKLK7 act: 0.5; TDP2 inh: 6; Tn6 DDE FP: 0; MBD2 DNA inh: -5; TCR CD3 inh: -2; Tn7 DDE FP: -1

What do the screens show for `Cc1ccc(-n2c(SCc3ccc(Cl)c(Cl)c3)nnc2-c2ccc(C(C)(C)C)cc2)cc1`?
PRMT1 FP inh: 3; UHRF1 binding: 0; LEDGF integ inh: -4; SIAE inh: -4; proKLK7 act: -0.5; TDP2 inh: 1; Tn6 DDE FP: 2; MBD2 DNA inh: -6; Tn7 DDE FP: 0

How did N=C1c2c(cc(=O)n3c2[nH]c2ccccc23)CN1CCN1CCOCC1 do in these assays?
PRMT1 FP inh: 6; UHRF1 binding: -1; LEDGF integ inh: -4; SIAE inh: 13; proKLK7 act: 15*; TDP2 inh: 9; Tn6 DDE FP: -6; MBD2 DNA inh: -1; TCR CD3 inh: -2; Tn7 DDE FP: -2

How did Cc1nc2cc(NC(=O)NCc3ccc4c(c3)OCO4)ccc2o1 do in these assays?
PRMT1 FP inh: 2; UHRF1 binding: -5; LEDGF integ inh: -4; SIAE inh: 3; proKLK7 act: 0.8; TDP2 inh: -3; Tn6 DDE FP: -5; MBD2 DNA inh: -2; TCR CD3 inh: 1; Tn7 DDE FP: 0

How did Cc1ccc(S(=O)(=O)N2C[C@]3(O)C[C@@H]4C(=O)N(c5ccccc5)C(=O)[C@@H]4C[C@]3(OC(=O)NCC3CCCCC3)C2)cc1 do in these assays?
PRMT1 FP inh: -3; UHRF1 binding: -1; LEDGF integ inh: 2; SIAE inh: 0; proKLK7 act: 0.4; TDP2 inh: -11; Tn6 DDE FP: 5; MBD2 DNA inh: -6; TCR CD3 inh: -1; Tn7 DDE FP: -2

How did O=[N+]([O-])c1cccc(CSc2nc3ccccc3[nH]2)c1 do in these assays?
PRMT1 FP inh: -2; UHRF1 binding: 0; LEDGF integ inh: 1; SIAE inh: -11; proKLK7 act: 0.4; TDP2 inh: -5; Tn6 DDE FP: 2; MBD2 DNA inh: -3; TCR CD3 inh: -2; Tn7 DDE FP: 7

What do the screens show for `CN(C)c1ccc(P(=O)(Nc2cccc(C(F)(F)F)c2)N2CCOCC2)c(NC(=O)c2cccs2)c1` (centres undefined)?
PRMT1 FP inh: -1; UHRF1 binding: 6; LEDGF integ inh: 5; SIAE inh: -3; proKLK7 act: -0.3; TDP2 inh: -1; Tn6 DDE FP: 1; MBD2 DNA inh: 5; TCR CD3 inh: -8; Tn7 DDE FP: 2

Results for CN(CC(=O)Nc1c(Cl)cccc1Cl)C(=O)CCC1CCCC1 ?
PRMT1 FP inh: -1; UHRF1 binding: -1; LEDGF integ inh: 4; SIAE inh: -1; proKLK7 act: 0.1; TDP2 inh: -5; Tn6 DDE FP: 10; MBD2 DNA inh: -6; TCR CD3 inh: 1; Tn7 DDE FP: -9

Filtered by structure: those above with an NH in an aromatic ring.
How did N=C1c2c(cc(=O)n3c2[nH]c2ccccc23)CN1CCN1CCOCC1 do in these assays?
PRMT1 FP inh: 6; UHRF1 binding: -1; LEDGF integ inh: -4; SIAE inh: 13; proKLK7 act: 15*; TDP2 inh: 9; Tn6 DDE FP: -6; MBD2 DNA inh: -1; TCR CD3 inh: -2; Tn7 DDE FP: -2

How did O=[N+]([O-])c1cccc(CSc2nc3ccccc3[nH]2)c1 do in these assays?
PRMT1 FP inh: -2; UHRF1 binding: 0; LEDGF integ inh: 1; SIAE inh: -11; proKLK7 act: 0.4; TDP2 inh: -5; Tn6 DDE FP: 2; MBD2 DNA inh: -3; TCR CD3 inh: -2; Tn7 DDE FP: 7

Next results:
Results for Cc1cccc(C(=O)NC(=S)NNC(=O)c2ccccc2Cl)c1 ?
PRMT1 FP inh: 8; UHRF1 binding: 1; LEDGF integ inh: 1; SIAE inh: 2; proKLK7 act: 0.2; TDP2 inh: -5; Tn6 DDE FP: -2; MBD2 DNA inh: 3; TCR CD3 inh: 5; Tn7 DDE FP: -1

Results for O=C(Cc1ccccc1)NC(Nc1ccccc1)C(Cl)(Cl)Cl (centres undefined) ?
PRMT1 FP inh: 2; UHRF1 binding: 4; LEDGF integ inh: -3; SIAE inh: -2; proKLK7 act: -0.6; TDP2 inh: 0; Tn6 DDE FP: -11; MBD2 DNA inh: 3; TCR CD3 inh: -3; Tn7 DDE FP: 0

Results for Clc1ccc(-c2cnnc(-c3ccccn3)n2)cc1 ?
PRMT1 FP inh: -3; UHRF1 binding: -7; LEDGF integ inh: 0; SIAE inh: 7; proKLK7 act: -0.6; TDP2 inh: -2; Tn6 DDE FP: -5; MBD2 DNA inh: -6; TCR CD3 inh: 5; Tn7 DDE FP: -2

What do the screens show for `Cc1ccc(OCCC(=O)OCC(=O)Nc2ccc(C)c(S(=O)(=O)N3CCOCC3)c2)cc1`?
PRMT1 FP inh: 3; UHRF1 binding: 6; LEDGF integ inh: -1; SIAE inh: 7; proKLK7 act: 0.3; TDP2 inh: -1; Tn6 DDE FP: 1; MBD2 DNA inh: -2; TCR CD3 inh: 5; Tn7 DDE FP: 1

What do the screens show for `C=CCNC(=S)/C(=C(\[O-])c1ccc(Cl)cc1)[n+]1ccccc1`?
PRMT1 FP inh: 1; UHRF1 binding: 3; LEDGF integ inh: 0; SIAE inh: 6; proKLK7 act: 0.6; TDP2 inh: 8; Tn6 DDE FP: 14; MBD2 DNA inh: 2; TCR CD3 inh: 3; Tn7 DDE FP: 8

How did CCCOc1ccc(OCCOCCN2CCc3ccccc3C2)cc1 do in these assays?
PRMT1 FP inh: 0; UHRF1 binding: 6; LEDGF integ inh: 1; SIAE inh: 5; proKLK7 act: -0.3; TDP2 inh: -10; Tn6 DDE FP: -1; MBD2 DNA inh: 1; TCR CD3 inh: -7; Tn7 DDE FP: -4

How did CS(=O)(=O)c1ccccc1-c1nnc(NC(=O)CCS(=O)(=O)c2ccc(Cl)cc2)o1 do in these assays?
PRMT1 FP inh: 5; UHRF1 binding: 0; LEDGF integ inh: -5; SIAE inh: -1; proKLK7 act: -1.0; TDP2 inh: -2; Tn6 DDE FP: -4; MBD2 DNA inh: 4; TCR CD3 inh: -1; Tn7 DDE FP: 3

Results for COc1ccc2c(c1)CCc1cnoc1-2 ?
PRMT1 FP inh: -3; UHRF1 binding: -2; LEDGF integ inh: 0; SIAE inh: 0; proKLK7 act: 0.1; TDP2 inh: 7; Tn6 DDE FP: 7; MBD2 DNA inh: -1; TCR CD3 inh: -4; Tn7 DDE FP: 1

What do the screens show for `CNC(=O)CN(C)S(=O)(=O)c1ccc(OC)c(Cl)c1`?
PRMT1 FP inh: -2; UHRF1 binding: 0; LEDGF integ inh: -1; SIAE inh: -2; proKLK7 act: 0.8; TDP2 inh: -7; Tn6 DDE FP: -4; MBD2 DNA inh: -6; TCR CD3 inh: 5; Tn7 DDE FP: -3

How did Cc1ccc(C)c(OCC(=O)NC(Cc2c[nH]c3ccccc23)C(=O)O)c1 (centres undefined) do in these assays?
PRMT1 FP inh: 2; UHRF1 binding: 5; LEDGF integ inh: -4; SIAE inh: 3; proKLK7 act: -0.1; TDP2 inh: -5; Tn6 DDE FP: -1; MBD2 DNA inh: 5; TCR CD3 inh: -4; Tn7 DDE FP: 4

How did O=C(CCNC(=O)c1ccccc1Cl)NCCC1=CCCCC1 do in these assays?
PRMT1 FP inh: 0; UHRF1 binding: 0; LEDGF integ inh: -2; SIAE inh: -2; proKLK7 act: 0.5; TDP2 inh: 3; Tn6 DDE FP: 6; MBD2 DNA inh: -2; TCR CD3 inh: -5; Tn7 DDE FP: 3

Results for COc1ccc(-c2csc(C(O)c3cccc(Cl)c3)n2)cn1 (centres undefined) ?
PRMT1 FP inh: -3; UHRF1 binding: 1; LEDGF integ inh: 2; SIAE inh: -1; proKLK7 act: 0.5; TDP2 inh: -6; Tn6 DDE FP: -4; MBD2 DNA inh: 1; TCR CD3 inh: -1; Tn7 DDE FP: -9

How did Cc1ccc(SCCC(=O)Nc2c(C)n(C)n(-c3ccccc3)c2=O)cc1 do in these assays?
PRMT1 FP inh: -1; UHRF1 binding: 0; LEDGF integ inh: -1; SIAE inh: 1; proKLK7 act: 0.2; TDP2 inh: 7; Tn6 DDE FP: 4; MBD2 DNA inh: 2; TCR CD3 inh: 7; Tn7 DDE FP: 7

Results for O=c1[nH]cnc2c1C(c1ccccc1)c1c(nc[nH]c1=O)O2 ?
PRMT1 FP inh: -2; UHRF1 binding: 1; LEDGF integ inh: 1; SIAE inh: -6; proKLK7 act: 0.1; TDP2 inh: 4; Tn6 DDE FP: -7; MBD2 DNA inh: -1; TCR CD3 inh: -5; Tn7 DDE FP: -5

Compound activity deposited in PubChem BioAssay by The Scripps Research Institute Molecular Screening Center.
